# Source: PubChem (The Scripps Research Institute Molecular Screening Center)
# OX1R antag-1 – blocks the human orexin 1 receptor | CHO/OX1R cells, Fluo-8 calcium fluorescence, orexin A | inhibition, % at 5 µM | actives 0.43% (n = 330,000) | AID 434989;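 active = inhibition above its plate's threshold, mean inhibition of all tested compounds on the plate plus 3 SD, cut at about 37% in these data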;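 note: 0% = orexin A challenge wells and 100% = SB-334867-A antagonist wells; not every result past the cut was called active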
# Target sequence (O43613 whole entry, looked up): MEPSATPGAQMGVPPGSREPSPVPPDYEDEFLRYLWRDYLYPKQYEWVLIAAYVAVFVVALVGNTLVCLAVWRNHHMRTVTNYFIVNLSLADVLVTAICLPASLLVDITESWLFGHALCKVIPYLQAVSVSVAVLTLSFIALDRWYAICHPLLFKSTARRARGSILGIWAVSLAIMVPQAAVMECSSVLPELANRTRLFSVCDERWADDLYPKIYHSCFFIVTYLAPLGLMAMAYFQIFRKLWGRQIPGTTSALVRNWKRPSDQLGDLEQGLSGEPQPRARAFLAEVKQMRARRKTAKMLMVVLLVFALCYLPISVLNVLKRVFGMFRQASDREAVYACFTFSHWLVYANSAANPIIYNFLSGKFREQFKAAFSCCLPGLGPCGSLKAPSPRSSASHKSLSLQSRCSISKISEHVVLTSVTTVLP
# OX1R antag-2 – antagonists of human orexin 1 receptor (OX1R) | actives 1.8% (n = 330,000) | inhibition, % at 6.6 µM | AID 485270 | OX1R-expressing cells, FRET antagonist read-out; in the data active = inhibition mostly above about 38%, no sharp cut-off; inactive = mostly below about 40%;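 note: 0% = agonist challenge alone and 100% = reference antagonist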
# Numbers without * were called inactive.
SMILES | OX1R antag-1 | OX1R antag-2
CC1=NNC(=O)C1C(c1ccccc1)C1C(=O)NN=C1C (centres undefined) | 12.4 | 6.7
O=C(N/N=C/c1ccc(OCC(=O)N2CCCCC2)cc1)c1ccccc1O | -20.3 | 7.4
COc1ccc(C(=O)Nc2ccccc2N2CCN(C(=O)C(C)C)CC2)cc1Cl | -35.4 | 31.4
CC(C)=CC(=O)Nc1ccc(OCc2ccccc2)cc1 | -15.6 | 16.9
COC(C(=O)Nc1ccc(S(=O)(=O)Nc2cccc3ccccc23)cc1)c1ccccc1 (centres undefined) | 6.8 | 10.9
CC(OC(=O)c1ccco1)C(=O)NC1CCCCC1 (centres undefined) | -16.7 | 3.0
COc1cccc(CC(=O)NC2CCSc3ccccc32)c1 (centres undefined) | -11.1 | 4.4
O=C(c1ccc2c(c1)OCO2)N1CCCc2ccccc21 | -3.0 | 3.0

# (cont.)
SMILES | OX1R antag-1 | OX1R antag-2
CC(=O)Oc1c(C)c(OC(C)=O)c2c(c1C(C)=O)OC1CC(=O)C(C(C)=O)=C(O)C21C (centres undefined) | -21.7 | 10.7
Cc1ccc(C)c(NS(=O)(=O)c2cc(C(=O)NCc3ccccn3)ccc2Cl)c1 | -6.6 | 9.0
Cc1ccc(CNC(=O)NCc2ccccc2)cc1 | -14.5 | 7.1
COc1ccc(NC(=O)N(C)C[C@H]2Oc3ccc(NC(=O)NC4CCCCC4)cc3C(=O)N([C@H](C)CO)C[C@@H]2C)cc1 | 12.7 | 7.8
CC(=O)Nc1cc(N2C(=O)CCC2=O)ccc1Cl | 6.9 | 11.8
O=C(Nc1ccc(-c2nc3ccccc3[nH]2)cc1)C1CCCO1 (centres undefined) | 9.3 | 1.8
Cc1cc(NC(=O)c2ccc(S(=O)(=O)N3CCOCC3)cc2)no1 | -16.0 | 23.7
Cc1ccc(C)c(NC(=O)c2nc(Cl)ccc2Cl)c1 | -11.3 | 12.1

# Among those listed so far, these contain a halogen.
SMILES | OX1R antag-1 | OX1R antag-2
COc1ccc(C(=O)Nc2ccccc2N2CCN(C(=O)C(C)C)CC2)cc1Cl | -35.4 | 31.4
Cc1ccc(C)c(NS(=O)(=O)c2cc(C(=O)NCc3ccccn3)ccc2Cl)c1 | -6.6 | 9.0
CC(=O)Nc1cc(N2C(=O)CCC2=O)ccc1Cl | 6.9 | 11.8
Cc1ccc(C)c(NC(=O)c2nc(Cl)ccc2Cl)c1 | -11.3 | 12.1

# Next results
SMILES | OX1R antag-1 | OX1R antag-2
O=S(=O)(NCCn1ccc2ccccc21)c1ccccc1 | -13.6 | 0.9
O=S(=O)(Cc1ccc(Cl)cc1)NCc1cccnc1 | -14.6 | 12.1
COc1cccc(NC(=O)CSc2ccc3nnc(-c4ccncc4)n3n2)c1 | -11.2 | 10.7
Cc1c(C)n(CCCN(C)C)c2ncnc(NCc3ccccc3)c12 | -7.3 | 18.9
O=C(NN1CCCCC1)c1cccc2ccccc12 | -12.0 | 5.5
N#Cc1ccc(C(=O)NC(=S)N2CCOCC2)cc1 | -5.9 | 9.2
Cc1ccc(N=Nc2c(N)[nH]n3c(=O)cc(-c4ccccc4)nc23)cc1 | -3.4 | 5.4
COc1ccc(C(CNC(=O)c2oc3cc(C)c(Cl)cc3c2C)N2CCCCC2)cc1 (centres undefined) | -20.4 | 14.5

# Next records follow:
SMILES | OX1R antag-1 | OX1R antag-2
COc1ccccc1CC(=O)Nc1ccc(C(=O)N2CCCCC2)cc1 | -6.3 | 8.4
NC(=O)CCC(C(=O)O)N1C(=O)c2ccc(O)cc2C1=O (centres undefined) | 4.6 | 2.8
C/C(=N/Nc1nc(C)c(C)s1)c1cccc([N+](=O)[O-])c1 | -11.7 | 14.7
CCOC(=O)c1c(NC(=O)CSc2nnc(CNc3ccc(OC)cc3)n2C)sc(C)c1C | -33.5 | 10.5
Cc1cccn2c(=O)c(/C=C3\SC(=S)N(CC(C)C)C3=O)c(NCCCOC(C)C)nc12 | -8.5 | 13.6
CC1CCCCN1C(=O)c1cnn2c(C(F)(F)F)cc(-c3ccco3)nc12 (centres undefined) | -33.2 | 27.8
CCN(CC)S(=O)(=O)c1ccc2oc(SCC(=O)Nc3cc(C)on3)nc2c1 | -18.1 | 10.0
O=C(O)CCc1ccc(-c2ccc(Br)cc2)n1NC(=O)c1ccc([N+](=O)[O-])cc1 | -9.0 | 8.3

# Further entries.
SMILES | OX1R antag-1 | OX1R antag-2
CC(=O)Oc1ccc2c(c1)C(=O)c1ccccc1C2=O | -20.2 | 30.9*
CC1CCC(NCCNC(=O)c2ccco2)CC1 (centres undefined) | -15.6 | 16.8
CCOc1ccc(CCNC(=O)C2CC(=O)N(Cc3ccc(C)cc3)C2)cc1OCC (centres undefined) | -19.1 | 15.8
COc1ccc(C(=O)CSc2nncn2C)cc1 | -13.9 | 12.7
CC(C(=O)NC1=NCCS1)N1C(=O)c2ccccc2C1=O (centres undefined) | -3.7 | 12.8
COc1ccc(OC)c(C2=NOC(C(=O)Nc3ccccc3SC)C2)c1 (centres undefined) | -41.3 | 26.6
O=C(Nc1nccs1)c1ccc(F)c(S(=O)(=O)N2CCOCC2)c1 | -31.1 | 5.8
CCCCN(C(=O)c1cccc(-n2cccc2)c1)c1c(N)n(CCC)c(=O)[nH]c1=O | -11.4 | 3.4

# The list continues:
SMILES | OX1R antag-1 | OX1R antag-2
CCN1CCN(c2ccc(S(=O)(=O)N3CCOCC3)cc2NC(=O)c2cc(Cl)nc3ccccc23)CC1 | -22.8 | 12.8
Cc1nn(CCC#N)c2[nH]c(=O)cc(C(F)(F)F)c12 | -13.8 | 13.9
CC(C)N(C(=S)NC1CCCCC1)c1ccccc1 | -8.6 | 18.5
O=C(Oc1ccc(N(Cc2cccs2)C2=NS(=O)(=O)c3ccccc32)cc1)c1ccco1 | -16.7 | 7.8
CCCn1c(N2CCN(Cc3cccc(C)c3)CC2)nc2c1c(=O)[nH]c(=O)n2C | -15.4 | 4.6
Cc1cc(=O)n2nc(N3CCCC(C(=O)NCc4ccccc4)C3)sc2n1 (centres undefined) | -9.8 | 15.3
CCOc1ccccc1N(CC(=O)O)S(=O)(=O)c1ccccc1 | -11.0 | 11.0
O=C1c2ccccc2C(=O)C1c1ccc2ccccc2n1 | -19.1 | 50.9*

# Following part:
SMILES | OX1R antag-1 | OX1R antag-2
O=C1CC(N2CCC(c3nc4ccccc4o3)CC2)C(=O)N1c1cc(Cl)cc(Cl)c1 (centres undefined) | -22.1 | 9.5
Cc1ccccc1OCC(=O)Nc1cccc2nsnc12 | -50.0 | 7.2
CC(C)n1c(SCc2cc(=O)[nH]c3ccccc23)nc2c1c(=O)n(C)c(=O)n2C | -19.7 | 7.8
CCNC(=O)C1CCCc2c1[nH]c1ccc(Cl)cc21 (centres undefined) | -23.9 | 8.4
N#Cc1ccc(OCC(=O)N(C2CCCCC2)C2CCS(=O)(=O)C2)cc1 (centres undefined) | 0.5 | -0.6
CCCS(=O)(=O)N1CCC(C(=O)NC2CCCC(C)C2C)CC1 (centres undefined) | -11.3 | 16.0
O=C(OCC(=O)c1ccc(Cl)cc1Cl)c1ccc2c(c1)C(=O)N(c1cccc3ncccc13)C2=O | -9.7 | 6.8
CC(C)CSC1=NSC2=NC(=O)/C(=C\c3ccccc3)C(=N)N12 | -10.4 | 19.2

# (further entries)
SMILES | OX1R antag-1 | OX1R antag-2
Cc1nc2ccccc2nc1OCc1ccccc1 | -16.2 | 9.1
Oc1cc(OCc2ccccc2)ccc1-c1[nH]ncc1-c1ccccc1 | -0.3 | 22.4
Cc1c(O)ccc2c(O)c(NC(=O)c3ccc4c(c3)CCC(C)(C)O4)c(=O)oc12 | -6.3 | -1.1
CC(NC(=O)Cn1nc(C(=O)O)c2ccccc2c1=O)C12CC3CC(CC(C3)C1)C2 (centres undefined) | -15.6 | 16.2
O=C(O)CCNC1CCCCC1 | -2.7 | -2.7
Cc1cc(NC(=O)CCC(=O)N(CC(=O)NCC2CCCO2)c2ccc(C(C)C)cc2)no1 (centres undefined) | -19.1 | 20.5
COc1ccc(NC(=O)C2CCCN(S(=O)(=O)c3ccc4c(c3)CCCN4C(C)=O)C2)cc1 (centres undefined) | -13.4 | 6.8
O=C(Nc1cccc(C(=O)N2CCOCC2)c1)c1ccccc1Br | 8.2 | 12.7

# Remaining list, next part
SMILES | OX1R antag-1 | OX1R antag-2
Cc1[nH][nH]c(=O)c1C(c1ccc(N(C)C)c(Br)c1)c1c(C)[nH][nH]c1=O | -5.1 | 5.0
Cc1ccccc1Nc1nnc(SCC(=O)c2c(N)n(C)c(=O)n(C)c2=O)s1 | 0.5 | 33.4
COCCn1c(Cc2ccccc2)nnc1SC(C)C(=O)NC1CC1 (centres undefined) | -12.4 | -0.6
COc1cc2nc(SCc3ccc(C(F)(F)F)cc3)n(Cc3cccs3)c(=N)c2cc1OC | -21.1 | 20.0
CCc1ccc(OCC(=O)N(CC)CC)cc1 | 0.7 | 4.3
COc1cc(C2=NOC(C(=O)Nc3c(C)n(C)n(-c4ccccc4)c3=O)C2)cc(OC)c1OC (centres undefined) | -19.2 | 14.5
Cc1c(Cl)c([N+](=O)[O-])nn1CC(=O)NCC1CCCO1 (centres undefined) | -6.1 | 25.3
CC(=O)c1sc(NC(=O)C(C)C)nc1C | -5.3 | -20.4

# The listing continues.
Compound,OX1R antag-1,OX1R antag-2
CCN(CC)C(=O)Cn1ncc2c1-c1ccccc1OC2,-13.3,9.4
COCc1cc(=O)[nH]c(-c2ccccc2)n1,5.2,-1.8
CCOC(=O)c1ccc(Nc2nnc(C)c3ccccc23)cc1,-25.0,25.3
CCOc1ccc(NS(=O)(=O)c2ccc(NC(=O)c3ccccn3)cc2)cc1,-5.5,8.0
CCO[C@H]1OC(C(=O)Nc2ccccc2)=C[C@@H](c2cn(C(C)=O)c3ccccc23)[C@@H]1CCCO,-6.3,10.1
O=C(Cc1cn(Cc2cccc(Cl)c2)c2ccccc12)N1CCCC1,-1.0,8.3
O=C(NC(=S)N1CCOCC1)C12CC3CCC(CC(C3)C1)C2,-10.2,-0.2
CC(=O)Nc1ccc(NC(=O)CSc2ccc(-c3sc(C)nc3C)nn2)cc1,-5.7,19.5
CC(C)CNC(=S)NNC(=O)c1csc2c1CCC(C)C2 (centres undefined),-14.6,9.7
O=C(CSc1nnc(-c2ccncc2)n1Cc1ccco1)Nc1ccccc1Cl,-19.5,20.8
Cc1cccc(C)c1N1CCc2cn[nH]c21,-17.8,7.0
Cc1onc(-c2ccccc2Cl)c1C(=O)N(Cc1nc(-c2ccccc2)no1)C1CCCCC1,33.0,26.2

# The final 3 compounds of the part before are carried over, then new ones follow:
Compound,OX1R antag-1,OX1R antag-2
O=C(CSc1nnc(-c2ccncc2)n1Cc1ccco1)Nc1ccccc1Cl,-19.5,20.8
Cc1cccc(C)c1N1CCc2cn[nH]c21,-17.8,7.0
Cc1onc(-c2ccccc2Cl)c1C(=O)N(Cc1nc(-c2ccccc2)no1)C1CCCCC1,33.0,26.2
CC(C)(C)SCCNC(=O)/C=C/c1ccc([N+](=O)[O-])cc1,1.9,29.1
Fc1ccccc1-n1cn[nH]c1=S,-4.9,3.8
CN1CCN(c2ccc(S(=O)(=O)N3CCCCC3)cc2NC(=O)COc2cccc(Cl)c2)CC1,-15.6,15.1
CC1CCCN(C(=O)c2nn(C)c3c2CS(=O)(=O)c2ccccc2-3)C1 (centres undefined),-3.8,4.4
Cc1ccccc1C(=O)Nc1ccccc1N1CCCCC1,-27.5,6.4
N#Cc1nc(COc2ccc(-c3ccccc3)cc2)oc1NCc1cccnc1,8.1,43.1
CC1CC(Nc2ccccc2N)=CC(=O)O1 (centres undefined),1.0,14.3
CC(C)C1S/C(=N/N=C/c2cccs2)NC1=O (centres undefined),-8.1,22.8
COc1cc(OC)c(C(=O)Nc2ccncc2)cc1OC,-2.0,2.7
COc1cc(C(=O)NCC(=O)N2CCN(S(=O)(=O)c3cc(C)ccc3C)CC2)cc(OC)c1OC,-25.7,20.9
CCOC(=O)NC(C(Cl)(Cl)Cl)S(=O)(=O)c1ccccc1 (centres undefined),-11.5,-1.0
Cc1ccc(C2CC(=O)Oc3cc(C)cc(C)c32)cc1 (centres undefined),1.2,3.3

# Additional compounds
Compound,OX1R antag-1,OX1R antag-2
CC(C)n1c(-c2cccs2)nc2ccccc21,-16.3,24.3
c1ccc(-n2c(-c3ccncc3)nnc2N2CCOCC2)cc1,-4.1,6.9
Cc1onc(-c2ccccc2)c1C(=O)N1CC(C)OC(C)C1 (centres undefined),-10.9,21.8
S=C(NCc1ccccc1)Nc1ccncc1,-6.4,12.7
CC1CC(C)CN(c2oc(Cc3ccccc3)nc2C#N)C1 (centres undefined),-32.2,11.3
COc1ccc(NC(=O)C2CC(=O)N(c3ccccc3Cl)C2)c(OC)c1 (centres undefined),-35.7,0.6
C/C(=N\NC(=O)Cc1c[nH]c2ccccc12)c1ccc2ccccc2c1,-22.5,24.2
CCOC(=O)c1sc2nc(NC(=O)C3CCCCC3)sc2c1C,-5.0,8.2
Cc1ccc(C2N=C(N)Nc3nc(=O)c4ccccc4n32)cc1 (centres undefined),0.3,4.5
COc1ccccc1-c1cc(C(F)(F)F)nc(NCc2cccs2)n1,-23.5,10.2
CC(=O)NCC(=O)OCC(=O)Nc1nc(-c2ccccc2)cs1,-23.1,6.4
COc1ccc(Cl)cc1NC(=S)N1CCN(C(=O)c2ccco2)CC1,-23.9,16.2

# The results go on.
Compound,OX1R antag-1,OX1R antag-2
CCOC(=O)c1cc(S(=O)(=O)N2CCN(Cc3ccccc3)CC2)cn1C,-27.2,6.7
COc1ccc(Cl)cc1NC(=O)CSc1nnc(Cc2ccc(C)cc2)c(=O)[nH]1,-15.4,49.8*
O=S(=O)(NCCCCNS(=O)(=O)c1c(F)cccc1F)c1ccc2c(c1)OCCO2,1.3,5.0
Cc1noc(C)c1CSc1nc2sc(C)c(C)c2c(=O)n1-c1ccccc1,-14.8,8.6
O=C(NCCN1CCOCC1)C(=O)NCC1OCCN1S(=O)(=O)c1ccccc1 (centres undefined),-11.9,10.3
O=C(Nc1ccccc1)C1CC=CCC1C(=O)OCC1CCCO1 (centres undefined),-14.4,12.1
